NR2E3 ag-1: NR2E3 (human) agonism. Q9Y5X4. GST-NR2E3/biotin-RetCOR TR-FRET, 1536-well. inhibition of corepressor binding, % at 4.78 µM. hit rate 0.12% among 320,000. AID 2300;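 active means percent inhibition above the cutoff of mean plus 3 SD of all tested compounds, set per screening campaign, cut at about 20% in these data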;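 further: 0% = DMSO wells and 100% = biotin wells as full block of FRET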
Target sequence (Q9Y5X4 whole entry, looked up): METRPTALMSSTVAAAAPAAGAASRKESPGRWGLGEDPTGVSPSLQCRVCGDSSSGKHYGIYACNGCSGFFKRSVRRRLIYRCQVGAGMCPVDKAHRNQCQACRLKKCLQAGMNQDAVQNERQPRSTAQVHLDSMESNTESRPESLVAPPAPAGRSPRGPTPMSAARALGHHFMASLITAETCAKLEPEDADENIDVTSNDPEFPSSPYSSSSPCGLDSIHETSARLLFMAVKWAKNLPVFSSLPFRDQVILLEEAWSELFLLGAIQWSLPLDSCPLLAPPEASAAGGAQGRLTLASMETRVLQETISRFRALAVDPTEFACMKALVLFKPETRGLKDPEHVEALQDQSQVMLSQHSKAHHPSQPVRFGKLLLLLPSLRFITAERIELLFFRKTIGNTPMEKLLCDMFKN
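Material – GST-tagged NR2E3 plus biotinylated RetCOR corepressor · Quantity – NR2E3 fusion 1.35 nM · Times – 5 h incubation at 4 °C · Medium – pH 7.5 Tris-based buffer · Technique – TR-FRET, Eu(K)-anti-GST donor, streptavidin-D2 acceptor, ex 340, em 617/671 nm · Benchmarks – high control biotin, low control 0.6% DMSO · Format – 1536-well plates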
CaV13 FRET inh: Disruptors of the CACNA1D IQ motif to Ca2+-dependent inactivation inhibitor domain association, primary screening, Förster resonance energy transfer in intact living …; hit rate 0.098% among 340,000; inhibition, % at 12.3 µM; HEK cells, CFP/YFP FRET ICDI-IQ, plate reader, 10 min; percent FRET-ratio fall versus neutral wells;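 active means mean replicate inhibition of at least 30% and at least 1% of replicates passing that level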;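 further: 0% = median of the neutral control wells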
NR2E3 ag-2: human photoreceptor-specific nuclear receptor agonism; AID 602229; inhibition of corepressor binding, % at 3.98 µM; hit rate 0.35% among 360,000; CHO-S Gal4-NCOR/VP16-NR2E3 two-hybrid, luciferase; Q9Y5X4;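 active means inhibition above the mean of all tested compounds plus 3 SD, cut at about 70% in these data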;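 further: 0% = DMSO with NR2E3 transfected cells and 100% = cells lacking NR2E3 construct; higher means lower luciferase signal from less NR2E3 corepressor binding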
HIF-2a block: blocks HIF-2a reporter activity | 786-0 RCC cells HIF-2a reporter, luciferase luminescence, overnight | inhibition, % at 18.8 µM | hit rate 0.72% among 360,000 | AID 624352;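 active means inhibition of the luminescence signal of 40% or more relative to plate controls, in a single-dose primary screen at 18.75 µM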
Peg3 promoter: reduces Peg3 promoter-driven luciferase expression in HeLa. HeLa PEG-Prom luciferase reporter, luminescence, overnight. inhibition, % at 20 µM. hit rate 1.7% among 360,000. AID 588405;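 active means inhibition of at least 50% at 20 µM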
Vif inh: HIV Vif inhibition; HEK293T cells, Vif self-association by quenched fluorescence, imaging, 24 h; inhibition, % at 7.49 µM; hit rate 0.35% among 340,000; AID 602346; in the data active means inhibition above about 50%, passing the limit was not always enough; further: some results filed as inactive read as strong as hits
aDG glyco up: increases alpha dystroglycan glycosylation; activation, % at 10 µM; Pro5-aDG cells, alpha-DG glycosylation AlphaScreen (IIH6); 0% Pro5, 100% B10-LARGE cell signal; hit rate 0.22% among 360,000;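 active means activation of at least 8% versus controls, or a plate z-score of at least 8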;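 further: Pro5 are CHO cells carrying HIG-tagged alpha-DG that lacks glycosylation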
MITF TRPM1 inh: reduces MITF-dependent TRPM1 promoter luciferase signal; SK-MEL-5 TRPM1 promoter luciferase, 24 h; inhibition, % at 12.5 µM; hit rate 0.83% among 330,000; AID 488899;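 active means mean inhibition across replicates of 60% or more, whatever share of single replicates reaches that level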; further: values of inactives mirror those of a sister screen read the other way
iPSC survival up: increases survival of single human iPS cells | hiPSC single-cell survival, ATPlite luminescence; 100% = ROCK inhibitor wells, 0% = DMSO | survival enhancement, % at 20 µM | hit rate 0.044% among 360,000 | AID 602274; in the data active means survival enhancement above about 18%;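 further: cells exposed to compounds for 16 hours before the ATP read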
Exocytosis inh: blocks lytic granule exocytosis; TALL-104 LAMP-1 surface exposure, flow cytometry; cells stimulated with thapsigargin and PMA; inhibition, % at 10 µM; hit rate 0.66% among 360,000; AID 651702;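 active means inhibition above about 55%, limit read from the data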
PDI turbidity: inhibitors of human protein disulfide isomerase | P07237 | PDI insulin aggregation turbidity, A650, 90 min | inhibition, % at 10 µM | hit rate 0.052% among 350,000;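 active means mean inhibition across replicates of 30% or more, whatever share of single replicates reach that level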;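 further: absorbance from insulin aggregation driven by PDI reduction with DTT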
Target sequence (P07237 whole entry, looked up): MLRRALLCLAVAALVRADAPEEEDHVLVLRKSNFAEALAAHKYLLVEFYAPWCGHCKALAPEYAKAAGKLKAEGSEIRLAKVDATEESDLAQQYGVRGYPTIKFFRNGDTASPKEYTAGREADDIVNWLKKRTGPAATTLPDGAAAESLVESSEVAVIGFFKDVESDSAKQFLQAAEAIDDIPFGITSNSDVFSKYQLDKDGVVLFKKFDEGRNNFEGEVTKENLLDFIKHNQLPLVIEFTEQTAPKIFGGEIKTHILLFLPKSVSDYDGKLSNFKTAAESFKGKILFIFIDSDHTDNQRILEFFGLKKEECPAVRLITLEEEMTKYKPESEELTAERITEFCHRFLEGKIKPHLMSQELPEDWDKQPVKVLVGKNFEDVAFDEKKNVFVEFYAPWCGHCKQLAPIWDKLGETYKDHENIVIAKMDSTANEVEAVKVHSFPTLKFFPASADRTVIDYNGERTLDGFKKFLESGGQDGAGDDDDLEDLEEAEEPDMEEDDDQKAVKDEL
* = called active by the depositor; · = not tested or not shown.

SMILES	NR2E3 ag-1	CaV13 FRET inh	NR2E3 ag-2	HIF-2a block	Peg3 promoter	Vif inh	aDG glyco up	MITF TRPM1 inh	iPSC survival up	Exocytosis inh	PDI turbidity
O=C(CNC(=O)c1ccco1)NNC(=O)c1n[nH]c(=O)c2ccccc12	·	-3	-11	14	4	0	0.0	8	-1.2	0	4
Cc1ccc2nc(-c3ccc(N4C(=O)CC(N5CCN(CCO)CC5)C4=O)cc3)sc2c1 (stereo not given)	1	-5	-51	-144	-130	·	-0.2	-20	-2.7	66*	-5
Cc1cc(C)cc(NC(=O)CCC(=O)N2CCSc3ccccc32)c1	0	-6	-22	-2	36	-1	0.0	·	-0.2	-6	·
CO/N=C(/CS(=O)c1ccc(Br)cc1)c1ccc(OC)cc1 (stereo not given)	0	-1	2	5	3	·	0.0	-5	2.2	-12	-11
CCCCn1c2c(c(=N)c3ccccc31)CCC2	2	-4	-21	8	29	7	-0.1	-9	-0.1	-5	-3
CCOc1ccccc1C(=O)NCC(=O)NNC(=O)c1csc(N2CCOCC2)n1	·	-5	9	7	17	7	-0.2	·	3.9	-4	-1
CCN(CC)CCn1c2c(c(SCC(=O)Nc3ccc(C(C)C)cc3)nc1=O)CCC2	-2	-15	-30	38	13	-3	0.7	-5	-0.4	8	0
Cc1ccc(S(=O)(=O)N2CCC(=O)N(C(COCc3ccccc3)C(C)C)CC2)cc1 (stereo not given)	2	-11	-10	1	10	·	-0.2	1	-3.1	-1	-1
Cc1oc(-c2ccc(Cl)cc2)nc1CN1CCC(C(=O)NCCCN2CCOCC2)CC1	4	-5	11	3	-7	12	0.2	4	-4.4	25	0
CCN(CC(=O)NCc1cccs1)C(=O)Cc1ccc(C)c(C)c1	·	-7	-25	8	9	0	0.1	11	0.0	-4	-5
C=CCn1c(-c2ccccn2)n[nH]c1=S	·	-11	-14	10	-5	2	0.1	·	-0.9	-10	·
CC(C)C[C@H]1CN(CCCC[C@H]2CNC(=O)C(=O)N2Cc2ccccc2)C(=O)C(=O)N1CCc1ccccc1	·	-5	-21	5	·	·	0.1	·	1.0	-3	·
CC(C)(C)C1CCC(OCC(O)CN2CCN(Cc3ccccc3)CC2)CC1 (stereo not given)	-1	5	0	12	21	-23	0.7	2	-1.2	72*	2
O=C(Nc1nnc(-c2ccncc2)o1)C1CCCCC1	-4	-15	-25	15	2	-3	-0.1	7	-0.9	5	0
COC(=O)COc1ccc(-c2nn(C)c(=O)c3ccccc23)cc1	4	-2	-18	21	6	-18	-0.4	0	-1.0	-3	6
COc1ccc(COC(=O)CCN=C2NS(=O)(=O)c3ccccc32)cc1F	-3	-6	-27	7	4	-4	-0.1	0	-0.3	0	5
COC(=O)Cc1cc(=O)n(-c2nc3ccccc3[nH]2)[nH]1	3	-8	9	6	10	1	-0.3	-2	1.2	-3	6
CC(=O)C1C(c2ccccc2OC(F)F)NC(=O)NC1(O)C(F)(F)F (stereo not given)	-4	-5	2	6	18	-2	-0.2	1	0.1	-1	-2
CCN(C(=O)C(C)Sc1nnc(-c2ccncc2)n1C)C1CCCCC1 (stereo not given)	·	-14	-20	0	11	7	0.1	·	-0.3	-2	-6
O=C(Nc1ccc2c(c1)OCO2)c1csc(COCCO)n1	·	·	-47	-84	-60	·	-0.5	·	0.6	-2	8
CCCCOc1ccccc1/C=N/NC(=O)CC#N	-4	-6	7	10	8	-6	-0.2	5	-1.4	-3	2
Cc1cc(Cl)ccc1NNC(=O)c1c(C)noc1C	2	-4	-8	16	21	0	0.1	6	1.3	-7	9
CCCCCCCC(=O)NNC(=O)Cc1ccccc1	0	-9	1	-5	2	-15	-0.1	11	-1.2	-3	0
O=C(NNC(=O)c1cc(-c2ccncc2)nc2ccccc12)c1ccccc1O	0	-6	5	2	-5	7	0.0	12	-0.3	10	-2
CC(C)C[C@H]1CNC(=O)C(=O)N1CC1CCN(CCc2ccccc2)CC1	·	-8	15	-5	1	-7	0.0	·	-0.8	1	·
COc1ccccc1N1CCN(CC(=O)c2c(C)n(C)c3ccccc23)CC1	3	-5	-6	13	-10	-12	0.0	-4	0.5	1	-14
O=C(NCCc1csc(-c2cccnc2)n1)c1c(F)cccc1F	3	-1	-24	-8	0	·	0.0	-4	-0.5	-4	11
COc1ccc(OC)c(NC(=O)CN(c2ccc(OC)c(Cl)c2)S(C)(=O)=O)c1	5	-8	9	-5	-1	-4	2.7	4	-0.5	-2	9
Cc1noc(NS(=O)(=O)c2ccc(NC(=O)C34CC5CC(C3)CC(n3cnc(Cl)n3)(C5)C4)cc2)c1C	3	-7	-8	8	7	-1	-0.2	-13	-0.3	-7	-12
O=C(CSc1nccn1-c1ncc(C(F)(F)F)cc1Cl)c1ccc(Cl)cc1	2	-6	9	-136	-131	13	0.4	-11	-1.6	0	-2
Cc1cc2cc3c(cc2nc1SCC(=O)N1c2ccccc2CC1C)OCO3 (stereo not given)	0	-5	-24	22	8	1	0.4	7	2.6	0	2
COc1ccc(O/C(=N\S(=O)(=O)c2ccccc2)c2ccccc2)cc1	1	-9	10	-2	22	4	-0.2	-1	-0.4	9	3
CCOc1ccccc1NC(=O)c1ccc(F)c(S(=O)(=O)N2CCC3(CC2)OCCO3)c1	-1	-7	3	17	9	-4	0.4	5	-0.9	-1	-2
CC(c1ccc(F)cc1)n1cc(C(=O)NCc2ccccn2)nn1 (stereo not given)	6	-4	-8	14	12	5	-0.5	4	-3.0	-2	9
CN(C)c1nc(Cl)nc2c1nc(Cl)n2C1CCCCO1 (stereo not given)	·	-3	-53	-14	2	-9	-0.2	0	-1.8	0	-6
COC(=O)c1ccc(OCC(O)CNCC(c2ccc(OC)cc2)N(C)C)c(OC)c1 (stereo not given)	-1	-6	-48	-98	-120	25	0.0	-10	-0.7	0	-16

Exocytosis inh, entries above that show a hit
smiles | NR2E3 ag-1 | CaV13 FRET inh | NR2E3 ag-2 | HIF-2a block | Peg3 promoter | Vif inh | aDG glyco up | MITF TRPM1 inh | Exocytosis inh | PDI turbidity
Cc1ccc2nc(-c3ccc(N4C(=O)CC(N5CCN(CCO)CC5)C4=O)cc3)sc2c1 (stereo not given) | 1 | -5 | -51 | -144 | -130 | · | -0.2 | -20 | 66* | -5
CC(C)(C)C1CCC(OCC(O)CN2CCN(Cc3ccccc3)CC2)CC1 (stereo not given) | -1 | 5 | 0 | 12 | 21 | -23 | 0.7 | 2 | 72* | 2

Next compounds:
SMILES	NR2E3 ag-1	CaV13 FRET inh	NR2E3 ag-2	HIF-2a block	Peg3 promoter	Vif inh	aDG glyco up	MITF TRPM1 inh	iPSC survival up	Exocytosis inh	PDI turbidity
O=C(c1cn(-c2ccccc2)nc1-c1cc2ccccc2oc1=O)N1CCOCC1	3	3	-18	14	9	-1	-0.6	0	-1.0	-2	-1
COCc1cc(C)nc(OC)c1C(N)=O	-4	-3	3	20	-5	-2	-0.2	-4	0.4	3	-2
CCCc1cc(=O)n2[nH]c(Cc3ccccc3)nc2n1	-2	-3	-29	8	-28	7	0.0	-10	1.8	2	-10
COc1ccc(N(CC(=O)Nc2ccc3c(c2)OCCO3)S(=O)(=O)c2c(C)noc2C)cc1	2	-4	-9	16	-14	1	0.0	8	-1.7	-4	-5
CCN(C(=O)CN1CCN(c2ccc(O)cc2)CC1)c1c(N)n(Cc2ccccc2)c(=O)[nH]c1=O	2	-5	-12	13	17	13	-0.1	0	1.3	-1	-5
CN(C(=O)c1cccc(NC(=O)Cc2ccc([N+](=O)[O-])cc2)c1)C1CCCC1	·	-3	13	15	7	4	0.3	53	-1.7	-2	-3
COc1cc([N+](=O)[O-])ccc1NC(=O)COC(=O)C=C(C)C	6	-3	8	4	4	-1	1.1	16	-0.2	-3	-6
COC(=O)C(Cc1ccccc1)NC(=O)C12CC3CC(CC(C3)C1)C2 (stereo not given)	0	-4	24	13	1	5	0.2	3	-0.9	-4	-3
CSCCC(NS(=O)(=O)c1ccc2c(c1)OCCO2)C(=O)NCCc1ccccn1 (stereo not given)	-2	-1	-3	11	14	0	0.0	-4	0.8	-3	-5
Cn1c(=O)n(C)c2cc([N+](=O)[O-])c(N3CCN(C(=O)c4ccc(F)cc4)CC3)cc21	1	-2	-11	31	12	-13	1.8	3	0.1	-3	-1
Cc1ccc(-n2c(=O)c3c4c(sc3n3c(C)nnc23)COC(C(C)C)C4)cc1 (stereo not given)	2	-7	-41	17	3	4	-0.2	7	6.3	5	-2
Cc1cccc(C)c1N1CCN(C(=O)N2CCOCC2)CC1	-2	-13	-6	16	5	2	-0.2	-3	0.2	-1	-2
N#C/C(=C(/O)CCl)c1nnc2n1CCCCC2	3	-2	-18	17	16	-1	-0.2	-6	-0.6	-2	-5
Cc1ccc(C)c(NC(=O)CCC(=O)N/N=C/c2cc([N+](=O)[O-])ccc2O)c1	-4	3	12	-1	6	9	0.1	12	-0.8	12	-1
COc1ccccc1-c1cccc(-c2nc(C(=O)Nc3nccs3)cc3c2[C@H](CCO)N(C(C)=O)C3)c1	·	-10	-12	-19	·	·	-0.4	·	-0.2	-1	·
O=C(NCCCN1CCOCC1)c1cc(S(=O)(=O)N2CCOCC2)c(Cl)cc1Cl	-4	-7	-18	9	16	26	2.3	-3	0.0	0	-3
CCOc1cc(Br)ccc1S(=O)(=O)N1CCC(C(N)=O)CC1	1	-3	-15	12	9	2	0.0	7	0.3	-10	10
O=C(/C=N/O)NCCCn1ccnc1	-3	-1	-24	19	23	6	-0.2	-4	-2.6	0	3
C=CCn1c(SCN2C(=O)c3ccccc3C2=O)nc2ccc(Cl)cc2c1=O	4	-5	31	18	35	-8	0.5	4	0.1	5	2
Cc1ccc(-c2nc(NCCN3CCOCC3)c3ccccc3n2)cc1	1	-4	-75	-113	-77	2	0.0	3	0.3	11	-3
Cc1cc(C(F)(F)F)n(-c2nc(C(=O)N/N=C/c3ccc(F)cc3)cs2)n1	-2	-5	-59	-8	30	-14	0.0	3	-0.7	-1	5
O=[N+]([O-])C(C1CCS(=O)(=O)C1)C1CCS(=O)(=O)C1 (stereo not given)	2	-6	-7	18	-4	1	-0.2	-14	1.9	1	14
COc1ccc(S(=O)(=O)N(C)c2ccc(C(N)=O)cc2)cc1	0	-6	17	15	9	6	-0.4	13	-0.9	7	-1
N#Cc1c(-c2ccc(F)cc2)cc(-c2cccnc2)nc1N	4	-6	-17	8	53*	0	0.0	2	-0.9	-1	-4
CC1CCCC(NC(=O)CSC2=Nc3ccccc3C3CC=NN23)C1C (stereo not given)	5	-8	-14	-1	-4	20	0.1	10	-0.1	1	5
O=C(NCCCN1CCCC1=O)c1cccc(S(=O)(=O)Nc2ccc(Br)cc2)c1	0	-6	-8	-2	3	-12	0.1	3	-0.5	2	-1
O=C(O)CN1C(=O)/C(=C/c2cccc(Cl)c2)Oc2ccccc21	-3	-16	-14	-5	-19	16	0.1	9	-0.4	3	5

Compound activity deposited in PubChem BioAssay by several laboratories.
